M17LAP inhibition: P. falciparum M17LAP inhibitors, primary screen, biochemical, fluorogenic H-Leu-NHMec substrate, 1536-well (AID 1619); recombinant M17LAP, H-Leu-NHMec fluorogenic kinetic assay; higher % means a stronger effect; inhibition, % at 30 µM; hits with a dose series show IC50 in µM; actives 0.38% (n = 220,000);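 active = compound inhibiting the enzyme by more than half at any dose during confirmatory dose-response retesting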;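 note: plate controls were full reaction with DMSO carrier for no effect and no enzyme background for full effect; strong numbers were not always called active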
M1AAP inhibition: malaria alanyl aminopeptidase activity blockers – biochemical, fluorogenic H-Leu-NHMec substrate, 1536-well (AID 1445); recombinant M1AAP, H-Leu-NHMec fluorogenic kinetic assay; higher % means a stronger effect; inhibition, % at 30 µM, or IC50 in µM where a hit was titrated; actives 0.42% (n = 220,000);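 active = primary inhibition above the hit cutoff, then over 50% inhibition at one or more dose response concentrations, cut at about 23% in these data, passing the limit was not always enough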;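 note: plate controls were DMSO full reaction for no effect and no enzyme background for full effect; strong numbers were not always called active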
KOR beta-arrestin-1: KOR antagonists, beta-arrestin recruitment, cell-based, luminescence, uHTS (AID 1778). KOR beta-arrestin recruitment, luminescence, antagonist mode; higher % means a stronger effect. one-dose inhibition, % at 10 µM; IC50 in µM for titrated hits. actives 0.091% (n = 290,000); note: strong numbers were not always called active
KOR beta-arrestin-2: kappa opioid receptor activators – cell-based, luminescence, uHTS, primary screen (AID 1777); KOR beta-arrestin recruitment, luminescence; higher % means a stronger effect; one-dose activation, % at 10 µM; EC50 in µM for titrated hits; actives 0.02% (n = 280,000); in the data active = activation above about 50%, passing the limit was not always enough; note: a part of the inactive calls stands beside numbers as strong as those of hits
NOD1 inhibition: NOD1 signaling inhibitors, primary screen, cell-based, luminescence, uHTS (AID 1578) | one-dose inhibition, % at 4 µM; EC50 in µM for titrated hits | NOD1-driven NF-kB luciferase reporter cells, luminescence; higher % means a stronger effect | actives 1% (n = 290,000); in the data active = inhibition mostly above about 36%, no sharp cut-off; inactive = mostly below about 34%;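 note: HEK-293T reporter cells stimulated with the NOD1 agonist gamma-tri-DAP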
GPR55 activation: selective activators of receptor GPR55 – imaging, U2OS cells, beta-arrestin-GFP redistribution, primary screen (AID 1961); activation, % at 10 µM, or EC50 in µM where a hit was titrated; U2OS GPR55 beta-arrestin-GFP redistribution imaging; higher % means a stronger effect; actives 0.048% (n = 290,000);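 active = activation above 40% with more than 50 cells counted in the well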;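 note: U2OS osteosarcoma cells stably expressing GPR55 and beta-arrestin-GFP; plate controls were DMSO negative control for no effect and LPI positive control for full effect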
HEK293 NOD2/NF-kB: inhibition of NOD2-driven NF-kB reporter – cell-based, luminescence, uHTS, HEK293 (AID 1566); HEK293 NOD2/NF-kB luciferase reporter, luminescence; higher % means a stronger effect; inhibition, % at 4 µM; hits with a dose series show EC50 in µM; actives 0.63% (n = 290,000); note: many of its hits are not listed in these tables
Dynein cargo inh: dynein cargo transport inhibition; actives 0.47% (n = 220,000); AID 1381; z-score, hits read low; 3617.4 mouse cells, GR-EGFP nuclear translocation imaging; test concentration mostly 20 µM; stimulated with dexamethasone, 1 µM; stronger effect = lower value;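 active = plate z-score of nuclear minus cytoplasmic receptor signal below a set negative limit, without overly bright fluorescence or cell loss, cut at about -3.5 in these data, passing the limit was not always enough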;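 note: z-score of nuclear minus cytoplasmic ring GR-EGFP intensity difference per well; some compounds called inactive have numbers as strong as hits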
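Buffer or medium: Induction medium lacking tetracycline, stripped serum | Also added: Dexamethasone agonist, 1.0 µM final, for 30 min | Timing: 48 h induction, 1 h compound, 30 min dex at 37 °C | Detection: Formaldehyde fixation, Hoechst nuclear stain, 10x automated fluorescence imaging | Measure: Nuclear versus cytoplasmic GR-EGFP signal, averaged per well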
AID2073: disruptors of CaV2.2 binding to Mint1 – biochemical, HTRF (AID 2073); HTRF protein-protein interaction, Mint1-CaV2.2; higher % means a stronger effect; one-dose inhibition, % at 20 µM; IC50 in µM for titrated hits; actives 0.19% (n = 290,000); in the data active = inhibition mostly above about 51%, no sharp cut-off; note: some results filed as inactive read as strong as hits
Dynein cargo inh cytoplasmic EGFP: second read-out of Dynein cargo inh, no call of its own (marks repeat the call); z-score; measured here: cytoplasmic GR-EGFP intensity; stronger effect = higher value
Dynein cargo inh nuclear GR-EGFP: further read-out of Dynein cargo inh, marked with its call; z-score; measured here: nuclear GR-EGFP intensity;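 lower value marks the stronger effect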
Dynein cargo inh cell count: recorded beside Dynein cargo inh, whose call it bears; z-score; measured here: cell count per field
Active calls of the source: *; [ ] = another dose, or the depositor's remark. Cut-off read from the data, not from the text of the source, unless noted: active = inhibition above about 50%; inactive = the rest. Not all compounds are listed; rates above refer to the full screens.

For COc1ccc(-n2ncc(C(C)NS(=O)(=O)c3ccc(C(C)=O)cc3)c2C)cc1 (stereo not drawn) the results were KOR beta-arrestin-1 7%, KOR beta-arrestin-2 -0.9%, NOD1 inhibition -27%, GPR55 activation 0.3%, HEK293 NOD2/NF-kB 4% and AID2073 2%.
Screening CCOc1ncccc1C(=O)Nc1nc(C(C)(C)C)cs1 returned M17LAP inhibition -1%, M1AAP inhibition -4%, KOR beta-arrestin-1 -42%, KOR beta-arrestin-2 5.2%, NOD1 inhibition 30%, GPR55 activation -0.4%, HEK293 NOD2/NF-kB -12%, Dynein cargo inh -0.59, AID2073 -7%, Dynein cargo inh cytoplasmic EGFP -0.36, Dynein cargo inh nuclear GR-EGFP -0.28 and Dynein cargo inh cell count 0.92.
Fc1ccc(Cn2nnnc2CN2CCN(C3CCCC3)CC2)cc1 was read as M17LAP inhibition 13%, M1AAP inhibition -1%, KOR beta-arrestin-1 -11%, KOR beta-arrestin-2 1.3%, NOD1 inhibition -4%, GPR55 activation -0.1%, HEK293 NOD2/NF-kB -1%, Dynein cargo inh 1.1, AID2073 -3%, Dynein cargo inh cytoplasmic EGFP 0.17, Dynein cargo inh nuclear GR-EGFP -0.078 and Dynein cargo inh cell count -2.
Screening C/C=C\C=C\C(=O)Nc1cccc(C2=NOC3(C2)C[C@H](C(N)=O)N(C(=O)c2ccccc2C(=O)c2ccccc2)C3)c1 (stereo partly drawn) returned M17LAP inhibition 3%, M1AAP inhibition 9%, KOR beta-arrestin-1 24%, KOR beta-arrestin-2 4.7%, NOD1 inhibition 3%, GPR55 activation -0.1%, HEK293 NOD2/NF-kB -18%, Dynein cargo inh -0.012, AID2073 29%, Dynein cargo inh cytoplasmic EGFP 1.2, Dynein cargo inh nuclear GR-EGFP 0.22 and Dynein cargo inh cell count 0.084.
`CC(=O)c1ccc(NS(=O)(=O)c2ccccc2)cc1` gave M17LAP inhibition 33%, M1AAP inhibition 9%, KOR beta-arrestin-1 26%, KOR beta-arrestin-2 -4.3%, NOD1 inhibition -14%, GPR55 activation -0.1%, HEK293 NOD2/NF-kB 9%, Dynein cargo inh -0.094, AID2073 1%, Dynein cargo inh cytoplasmic EGFP -0.26, Dynein cargo inh nuclear GR-EGFP 0.075 and Dynein cargo inh cell count -0.16.
For CN(C)c1ccc(C2CNC(c3ccc(Cl)c([N+](=O)[O-])c3)c3[nH]c4ccccc4c32)cc1 (stereo not drawn) the results were M17LAP inhibition 3%, M1AAP inhibition 7%, KOR beta-arrestin-1 31%, KOR beta-arrestin-2 3.2%, NOD1 inhibition 0%, GPR55 activation 0.0%, HEK293 NOD2/NF-kB -9%, Dynein cargo inh 0.21, AID2073 9%, Dynein cargo inh cytoplasmic EGFP -0.22, Dynein cargo inh nuclear GR-EGFP 0.54 and Dynein cargo inh cell count -0.52.
Screening N#C/C(=C\c1ccc(Cl)c([N+](=O)[O-])c1)c1ccccn1 returned M17LAP inhibition 0%, M1AAP inhibition -3%, KOR beta-arrestin-1 2%, KOR beta-arrestin-2 -1.2%, NOD1 inhibition 47%*, GPR55 activation -0.2%, HEK293 NOD2/NF-kB -27%, Dynein cargo inh -1.6, AID2073 -6%, Dynein cargo inh cytoplasmic EGFP 0.16, Dynein cargo inh nuclear GR-EGFP -0.84 and Dynein cargo inh cell count 0.18.
`Cc1c(CCC(=O)N2CCC(C(=O)NCCCCCC(=O)O)CC2)c(=O)oc2cc3oc4c(c3cc12)CCCC4` gave KOR beta-arrestin-1 6%, KOR beta-arrestin-2 -3.9%, NOD1 inhibition -5%, GPR55 activation 0.2%, HEK293 NOD2/NF-kB 38% and AID2073 37%.
CS(=O)(=O)N(CC(=O)Nc1cccc(Br)c1)Cc1ccccc1 was read as KOR beta-arrestin-1 -9%[20 µM], KOR beta-arrestin-2 -7.8%, NOD1 inhibition -21%, GPR55 activation 0.4%, HEK293 NOD2/NF-kB 9% and AID2073 8%.
`Cc1nnc(SCC(=O)Nc2ccc(N3CCOCC3)cc2)n1-c1ccccc1` gave M17LAP inhibition -4%, M1AAP inhibition 10%, KOR beta-arrestin-1 9%, KOR beta-arrestin-2 -2.7%, NOD1 inhibition -25%, GPR55 activation -0.1%, HEK293 NOD2/NF-kB 9%, Dynein cargo inh -0.79, AID2073 -8%, Dynein cargo inh cytoplasmic EGFP -0.28, Dynein cargo inh nuclear GR-EGFP -0.39 and Dynein cargo inh cell count 0.44.
`COc1cc2c(cc1OC)C(/C(C#N)=N\O)=NC(C)(C)C2` gave M17LAP inhibition 14%, M1AAP inhibition 14%, KOR beta-arrestin-1 -12%, KOR beta-arrestin-2 0.6%, NOD1 inhibition 4%, GPR55 activation -0.2%, HEK293 NOD2/NF-kB 11%, Dynein cargo inh 0.41, AID2073 -5%, Dynein cargo inh cytoplasmic EGFP -0.24, Dynein cargo inh nuclear GR-EGFP 0.2 and Dynein cargo inh cell count -0.033.
`COc1cc([N+](=O)[O-])ccc1N1C(=O)C2C3C=CC(C4CC34)C2C1=O` (stereo not drawn) gave M17LAP inhibition -6%, M1AAP inhibition 6%, KOR beta-arrestin-1 5%, KOR beta-arrestin-2 -1.9%, NOD1 inhibition -23%, GPR55 activation 0.4%, HEK293 NOD2/NF-kB -2%, Dynein cargo inh 1.1, AID2073 10%, Dynein cargo inh cytoplasmic EGFP -0.2, Dynein cargo inh nuclear GR-EGFP 0.76 and Dynein cargo inh cell count -0.57.
For COc1ccc(NC(=O)c2ccccc2OCc2ccc(F)cc2)c(OC)c1 the results were KOR beta-arrestin-1 -71%, KOR beta-arrestin-2 1.4%, NOD1 inhibition -12%, GPR55 activation 0.3%, HEK293 NOD2/NF-kB 3% and AID2073 9%.
For N#CCCC12CCCCC1=Nc1ccccc12 (stereo not drawn) the results were M17LAP inhibition -6%, M1AAP inhibition -1%, KOR beta-arrestin-1 31%, KOR beta-arrestin-2 2.2%, NOD1 inhibition -10%, GPR55 activation 0.3%, HEK293 NOD2/NF-kB -4%, Dynein cargo inh 0.82, AID2073 -1%, Dynein cargo inh cytoplasmic EGFP -0.29, Dynein cargo inh nuclear GR-EGFP 1 and Dynein cargo inh cell count -0.46.
Screening Cc1c(C(=O)OCC(=O)Nc2ccc3c(c2)OCO3)cccc1[N+](=O)[O-] returned M17LAP inhibition 6%, M1AAP inhibition 4%, KOR beta-arrestin-1 22%, KOR beta-arrestin-2 4.5%, NOD1 inhibition -20%, GPR55 activation -0.4%, HEK293 NOD2/NF-kB 15%, Dynein cargo inh -0.29, AID2073 -5%, Dynein cargo inh cytoplasmic EGFP -0.31, Dynein cargo inh nuclear GR-EGFP 0.47 and Dynein cargo inh cell count 0.44.
`CCOC(=O)c1c(NC(=S)NNS(=O)(=O)c2ccc(Br)cc2)sc2c1CCCCC2` gave KOR beta-arrestin-1 -5%, KOR beta-arrestin-2 5.3%, NOD1 inhibition 16%, GPR55 activation 0.2%, HEK293 NOD2/NF-kB 27% and AID2073 -1%.
`O=C(O)Cn1cc(C(=O)C2CC2)c2ccccc21` gave M17LAP inhibition 6%, M1AAP inhibition 1%, KOR beta-arrestin-1 12%, KOR beta-arrestin-2 -1.8%, NOD1 inhibition -14%, GPR55 activation -0.1%, HEK293 NOD2/NF-kB 5%, Dynein cargo inh -0.2, AID2073 -2%, Dynein cargo inh cytoplasmic EGFP -0.057, Dynein cargo inh nuclear GR-EGFP 0.46 and Dynein cargo inh cell count -0.66.
`CC(=O)c1c(N2CCN(C(=O)C3CCCO3)CC2)nc(=S)n(-c2ccccc2)c1C` (stereo not drawn) gave M17LAP inhibition -20%, M1AAP inhibition 1%, KOR beta-arrestin-1 -8%, KOR beta-arrestin-2 2.8%, NOD1 inhibition 5%, GPR55 activation 0.2%, HEK293 NOD2/NF-kB 6%, Dynein cargo inh 0.61, AID2073 6%, Dynein cargo inh cytoplasmic EGFP -0.23, Dynein cargo inh nuclear GR-EGFP 0.25 and Dynein cargo inh cell count -0.014.
CC(C)Sc1nc2c(c(=O)[nH]c(=O)n2C)n1Cc1ccccc1 was read as KOR beta-arrestin-1 6%, KOR beta-arrestin-2 -3.9%, NOD1 inhibition 75%, GPR55 activation -0.2%, HEK293 NOD2/NF-kB 11% and AID2073 1%.
For Cc1ccc(NC2=CC(=O)CC(c3ccco3)C2)c(N)c1 (stereo not drawn) the results were M17LAP inhibition 12%, M1AAP inhibition 12%, KOR beta-arrestin-1 -3%, KOR beta-arrestin-2 -4.5%, NOD1 inhibition 6%, GPR55 activation -0.2%, HEK293 NOD2/NF-kB 13%, Dynein cargo inh -0.23, AID2073 -12%, Dynein cargo inh cytoplasmic EGFP -0.21, Dynein cargo inh nuclear GR-EGFP -0.2 and Dynein cargo inh cell count 0.31.
For CCOC(=O)C1CCN(c2c(NC3CCCc4ccccc43)c(=O)c2=O)CC1 (stereo not drawn) the results were M17LAP inhibition 10%, M1AAP inhibition 7%, KOR beta-arrestin-1 -9%, KOR beta-arrestin-2 -1.6%, NOD1 inhibition -12%, GPR55 activation -0.1%, HEK293 NOD2/NF-kB 12%, Dynein cargo inh -0.29, AID2073 3%, Dynein cargo inh cytoplasmic EGFP -0.22, Dynein cargo inh nuclear GR-EGFP -0.072 and Dynein cargo inh cell count 0.17.
For O=c1[nH]c(=S)n(C2CCCCC2)c(O)c1C=NCCN1CCOCC1 the results were M17LAP inhibition 4%, M1AAP inhibition 5%, KOR beta-arrestin-1 -23%, KOR beta-arrestin-2 4.3%, NOD1 inhibition 1%, GPR55 activation -0.2%, HEK293 NOD2/NF-kB 0%, Dynein cargo inh -0.15, AID2073 -7%, Dynein cargo inh cytoplasmic EGFP -0.24, Dynein cargo inh nuclear GR-EGFP -0.25 and Dynein cargo inh cell count 0.6.
